Source: PubChem (Broad Institute)
NSD2 HMT inh = NSD2 histone methyltransferase inhibitors, primary screen, biochemical, AlphaScreen, single concentration, set 2; inhibition, % at 12.5 µM; AID 743445, 2014; actives 0.54% (n = 310,000); NSD2 peptide methylation, 120 min; in the data active = inhibition above about 50%
CAL PDZ FP-1 = CAL PDZ peptide-binding inhibitors, primary screen, biochemical, fluorescence polarization, Cer-tagged CAL PDZ, HTS. purified CAL PDZ, TMR-peptide fluorescence polarization, 1 h. inhibition, % at 20 µM. actives 0.02% (n = 330,000). AID 504414, 2011;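 active = highest replicate inhibition of at least 40%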;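 note: plate controls were DMSO neutral control wells for no effect and unlabeled competitor peptide control wells for full effect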
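System: purified tagged CAL PDZ domain construct (CerCALP). Schedule: 1 h incubation at room temperature before polarization reading. Medium: 25 mM sodium phosphate pH 7.4, 150 mM NaCl, TCEP, IgG, Thesit. Read-out: percent inhibition from loss of millipolarization. Measured by: FP readout, S and P plane fluorescence. Probe or stimulus: fluorescent TMR peptide probe.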
Rtt109 HAT inh = inhibitors of C. albicans Rtt109/Vps75 HAT, primary screen, biochemical, ThioGlo CoA-SH fluorescence, plate reader | Histone acetyltransferase RTT109 (Candida albicans (strain SC5314 / ATCC MYA-2876)), … | purified Rtt109/Vps75, 4 h | inhibition, % at 34.9 µM | actives 0.16% (n = 330,000) | AID 540336, 2011;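 active = inhibition of at least 50% in every replicate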
Target sequence (Q5AAJ8 whole entry, looked up): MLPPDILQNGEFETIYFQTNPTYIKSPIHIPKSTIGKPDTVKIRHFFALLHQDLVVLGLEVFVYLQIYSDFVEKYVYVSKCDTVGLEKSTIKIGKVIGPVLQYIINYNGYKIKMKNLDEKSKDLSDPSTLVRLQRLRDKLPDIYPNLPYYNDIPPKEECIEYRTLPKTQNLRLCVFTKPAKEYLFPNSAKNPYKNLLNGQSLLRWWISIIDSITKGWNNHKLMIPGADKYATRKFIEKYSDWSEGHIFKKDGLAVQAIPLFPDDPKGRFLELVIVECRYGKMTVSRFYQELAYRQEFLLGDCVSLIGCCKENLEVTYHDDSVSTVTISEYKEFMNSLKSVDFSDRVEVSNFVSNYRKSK
PvdQ inh = P. aeruginosa PvdQ acylase inhibitors, primary screen, biochemical, fluorescence, plate reader and imaging, single point. AID 488965, 2010. purified PvdQ acylase. inhibition, % at 10 µM. actives 0.063% (n = 340,000); in the data active = inhibition above about 30%, passing the limit was not always enough;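 note: 0% = vehicle neutral wells and 100% = reference inhibitor wells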
SR-BI DiI inh = inhibitors of SR-BI mediated HDL lipid uptake, primary screen, ldlA[mSR-BI] cells, fluorescence, single point | Scavenger receptor class B member 1 (Mus musculus), Q61009 | ldlA[mSR-BI] CHO cells, DiI-HDL uptake fluorescence, 3 h | inhibition, % at 12.5 µM | actives 0.96% (n = 320,000) | AID 488896, 2010;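 active = mean replicate inhibition of at least 70% and a set share of replicates each scoring 70 or more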;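 note: 0% = median of neutral control wells and 100% = median of positive control wells; values of inactives mirror those of a sister screen read the other way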
Target sequence (Q61009 whole entry, looked up): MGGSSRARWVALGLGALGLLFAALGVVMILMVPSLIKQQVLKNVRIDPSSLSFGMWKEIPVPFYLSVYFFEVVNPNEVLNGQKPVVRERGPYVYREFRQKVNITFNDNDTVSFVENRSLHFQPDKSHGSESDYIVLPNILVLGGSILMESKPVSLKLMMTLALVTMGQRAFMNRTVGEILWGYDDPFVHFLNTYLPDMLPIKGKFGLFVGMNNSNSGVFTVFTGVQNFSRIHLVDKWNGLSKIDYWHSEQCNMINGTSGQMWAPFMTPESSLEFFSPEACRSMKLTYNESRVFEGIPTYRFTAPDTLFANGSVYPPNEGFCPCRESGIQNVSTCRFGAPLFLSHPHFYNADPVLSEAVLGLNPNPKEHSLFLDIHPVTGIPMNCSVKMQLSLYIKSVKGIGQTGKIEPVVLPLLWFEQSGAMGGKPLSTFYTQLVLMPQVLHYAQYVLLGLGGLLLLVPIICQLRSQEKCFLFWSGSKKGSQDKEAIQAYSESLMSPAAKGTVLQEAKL
CAL PDZ FP-2 = untagged CAL PDZ binding inhibitors, primary screen, biochemical, fluorescence polarization, HTS. Golgi-associated PDZ and coiled-coil motif-containing protein (Homo sapiens), Q9HD26. actives 0.92% (n = 300,000). inhibition, % at 24.9 µM. purified CAL PDZ, TMR-peptide fluorescence polarization, 1 h. AID 602252, 2012;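 active = mean inhibition of at least 30% with at least half of replicates also reaching 30%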;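 note: 0% = DMSO neutral control and 100% = excess unlabeled competitor peptide PRC23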
dFosB activator = activators of delta FosB homodimer, primary screen, biochemical, fluorescence polarization, TAMRA-CDK5 oligo, single point; activation, % at 25 µM; actives 0.99% (n = 340,000); Protein FosB (Mus musculus), P13346; purified delta FosB; percent of positive-control signal above neutral wells; AID 493131, 2011;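 active = mean activation above about 17%, with every replicate also reaching it, limit read from the data, passing the limit was not always enough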;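 note: fluorescence polarization rise as delta FosB binds a TAMRA Cdk5 AP-1 oligo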
PfHsp90 set2 = growth inhibition of PfHsp90-expressing yeast, primary screen, antimalarial PfHsp90 inhibitor project, S. cerevisiae, BacTiter-Glo luminescence, single point, set 2 | inhibition, % at 9.4 µM | actives 0.32% (n = 310,000) | BacTiter-Glo ATP, 48 h; yeast lacking PDR1 and PDR3 efflux regulators;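 active = every replicate shows inhibition above about 80%, whatever the replicate mean, limit read from the data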;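 note: 0% = DMSO neutral controls and 100% = 20 µM radicicol positive controls; yeast relying on Plasmodium falciparum Hsp90 in place of its own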
SR-BI uptake up = activators of SR-BI mediated DiI-HDL uptake, primary screen, ldlA[mSR-BI] CHO cells, DiI fluorescence. 3 h; 100 = double the neutral-control signal. activation, % at 12.5 µM. actives 0.096% (n = 320,000). AID 504775, 2011;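 active = mean replicate activation of at least 60% and every replicate at or above 60%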;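 note: 0% = median plate neutral-control signal and 100% = twice that signal; values of inactives mirror those of a sister screen read the other way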
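Test system: SR-BI-overexpressing, LDLR-lacking CHO cells; Also added: labelled HDL, 10 µg/mL; Measured by: bottom-read cell fluorescence after medium removal, ex 550/em 595 nm; Timing: 3 h uptake period with compound, 37 °C; Buffer or medium: F12, 0.5% BSA, 25 mM HEPES; Doses: single compound concentration, delivered by pin transfer.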
MITF TRPM1 HTS = activators of MITF-driven TRPM1 promoter reporter, primary screen, cell-based, SK-MEL-5, luciferase, single point | SK-MEL-5 TRPM1-promoter luciferase, 24 h; % of positive control, neutral wells = 0 | activation, % at 12.5 µM | actives 0.75% (n = 300,000) | AID 588334, 2011;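 active = mean activation of at least 80% with every replicate also reaching 80%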;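 note: 0% = neutral control wells and 100% = parthenolide positive control wells; values of inactives mirror those of a sister screen read the other way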
* hit, by the source's call. Outcome played no part in choosing rows; overall some 4.3% were active at least once.

`COc1ccc(-c2n[nH]c(=S)n2-c2ccc(C)cc2C)cc1` gave NSD2 HMT inh 2.6, CAL PDZ FP-1 -0.8, Rtt109 HAT inh 6.1, PvdQ inh -10.0, SR-BI DiI inh -28.5, CAL PDZ FP-2 -1.4, dFosB activator -8.4, PfHsp90 set2 6.1 and SR-BI uptake up 28.5.
`O=C(CSc1nc2ccccc2s1)NNC(=S)Nc1ccc(Br)cc1` gave NSD2 HMT inh -0.3, CAL PDZ FP-1 -1.8, Rtt109 HAT inh 14.4, PvdQ inh -13.8, SR-BI DiI inh -5.0, CAL PDZ FP-2 2.0, dFosB activator 8.6, PfHsp90 set2 -7.9, SR-BI uptake up 5.0 and MITF TRPM1 HTS 6.7.
For C=CCC1NS(=O)(=O)OC2CCCCC12 (stereo unspecified) the results were CAL PDZ FP-1 -1.1, Rtt109 HAT inh -8.8, PvdQ inh -10.7, SR-BI DiI inh -18.9, CAL PDZ FP-2 -3.1, dFosB activator 2.9, PfHsp90 set2 -33.5, SR-BI uptake up 18.9 and MITF TRPM1 HTS -2.7.
For O=C(CSCc1cnn(-c2ccccc2)c1-n1cccc1)NCc1ccccn1 the results were NSD2 HMT inh 0.8, CAL PDZ FP-1 0.3, Rtt109 HAT inh -7.0, PvdQ inh 7.6, SR-BI DiI inh 15.6, CAL PDZ FP-2 11.4, dFosB activator -3.7, PfHsp90 set2 7.2, SR-BI uptake up -15.6 and MITF TRPM1 HTS 0.0.
For O=C(Nc1ccc(S(=O)(=O)Nc2nccs2)cc1)c1cc(=O)[nH]c2ccccc12 the results were NSD2 HMT inh 1.3, CAL PDZ FP-1 -4.2, Rtt109 HAT inh -4.9, PvdQ inh -8.4, CAL PDZ FP-2 -1.6, dFosB activator -4.7, PfHsp90 set2 -4.2 and MITF TRPM1 HTS -9.9.
For CCN(C(=O)CSc1ncccn1)c1cccc2ccccc12 the results were NSD2 HMT inh -0.1, CAL PDZ FP-1 -2.2, Rtt109 HAT inh 3.3, PvdQ inh -6.0, SR-BI DiI inh 12.0, CAL PDZ FP-2 -1.3, dFosB activator -10.9, PfHsp90 set2 -0.1, SR-BI uptake up -12.0 and MITF TRPM1 HTS -1.5.
`COc1cc(C(=O)NCc2ccc(-n3cccc3)cc2)cc(OC)c1OC` gave CAL PDZ FP-1 -1.0, Rtt109 HAT inh -0.4, PvdQ inh -7.2, SR-BI DiI inh -9.5, CAL PDZ FP-2 2.4, dFosB activator -7.6, SR-BI uptake up 9.5 and MITF TRPM1 HTS -10.5.
CCN(CC)CCCn1c2c(c(SCC(=O)Nc3cccc(C)c3C)nc1=O)CCC2 was read as NSD2 HMT inh 21.1, CAL PDZ FP-1 -2.4, Rtt109 HAT inh -5.8, PvdQ inh 4.9, SR-BI DiI inh -17.0, CAL PDZ FP-2 -3.7, dFosB activator -2.3, SR-BI uptake up 17.0 and MITF TRPM1 HTS 13.3.
Screening O=C(Nc1ccc(Cl)cc1C(=O)O)c1ccc2c(c1)C(=O)N(Cc1ccco1)C2=O returned NSD2 HMT inh -0.6, CAL PDZ FP-1 -3.4, Rtt109 HAT inh 30.2, PvdQ inh 2.3, SR-BI DiI inh 6.1, CAL PDZ FP-2 5.5, dFosB activator -25.7, PfHsp90 set2 -22.0, SR-BI uptake up -6.1 and MITF TRPM1 HTS -9.0.
For COc1ccc(OCCCC(=O)Nc2ccc3c(c2)OCCO3)cc1 the results were NSD2 HMT inh -0.6, CAL PDZ FP-1 -1.3, Rtt109 HAT inh -0.6, PvdQ inh 1.1, SR-BI DiI inh -17.6, CAL PDZ FP-2 -4.4, dFosB activator -3.4, PfHsp90 set2 -22.1, SR-BI uptake up 17.6 and MITF TRPM1 HTS -6.3.
Screening Cc1cccc(NC(=O)C(C)SCc2nc3sc4c(c3c(=O)[nH]2)CCCC4)n1 (stereo unspecified) returned NSD2 HMT inh 3.3, CAL PDZ FP-1 -1.3, Rtt109 HAT inh -0.5, PvdQ inh -3.5, SR-BI DiI inh -13.7, CAL PDZ FP-2 -4.2, dFosB activator -12.9, SR-BI uptake up 13.7 and MITF TRPM1 HTS -4.5.
Screening O=C(O)c1cc(NC(=O)c2ccco2)cc(NC(=O)c2ccco2)c1 returned NSD2 HMT inh -4.1, CAL PDZ FP-1 0.3, Rtt109 HAT inh -1.9, PvdQ inh -3.1, CAL PDZ FP-2 3.6, dFosB activator -5.6, PfHsp90 set2 9.9 and MITF TRPM1 HTS -6.7.
Screening C/C(=N\NC(=O)c1ccccc1OCc1ccc(F)cc1)c1ccccn1 returned NSD2 HMT inh -1.4, CAL PDZ FP-1 -2.9, Rtt109 HAT inh 0.8, PvdQ inh 1.6, SR-BI DiI inh 56.1, CAL PDZ FP-2 7.2, dFosB activator -21.5, PfHsp90 set2 5.2, SR-BI uptake up -56.1 and MITF TRPM1 HTS -68.7.
Screening CC(C)NC(=O)Nc1cccc(Cl)c1 returned NSD2 HMT inh 3.4, CAL PDZ FP-1 -0.9, Rtt109 HAT inh -1.7, PvdQ inh -1.5, SR-BI DiI inh 7.1, CAL PDZ FP-2 -5.2, dFosB activator 10.1, PfHsp90 set2 18.9, SR-BI uptake up -7.1 and MITF TRPM1 HTS -1.9.
Screening COC(=O)c1cc(NC(=O)CSC2=NCCS2)cc(C(=O)OC)c1 returned CAL PDZ FP-1 -0.8, Rtt109 HAT inh 2.8, PvdQ inh -1.3, SR-BI DiI inh 0.9, CAL PDZ FP-2 7.6, dFosB activator -8.5, PfHsp90 set2 5.5, SR-BI uptake up -0.9 and MITF TRPM1 HTS 1.1.
Cc1c(Cl)c(C(F)(F)F)nn1CC(=O)NCc1ccco1 was read as NSD2 HMT inh 2.7, Rtt109 HAT inh -11.7, PvdQ inh -18.8, SR-BI DiI inh 8.9, CAL PDZ FP-2 1.8, dFosB activator 0.8, PfHsp90 set2 -3.2, SR-BI uptake up -8.9 and MITF TRPM1 HTS -11.4.
Screening O=C(O)c1cn(-c2ccccc2)nc1-c1ccc(Cl)cc1 returned NSD2 HMT inh -1.6, CAL PDZ FP-1 -2.4, Rtt109 HAT inh 16.5, PvdQ inh 5.6, SR-BI DiI inh -21.6, CAL PDZ FP-2 -1.3, dFosB activator 0.1, SR-BI uptake up 21.6 and MITF TRPM1 HTS -6.5.
For CC1CC(C)CN(CCCNC(=O)c2ccc(CNS(=O)(=O)c3ccc(F)cc3)cc2)C1 (stereo unspecified) the results were NSD2 HMT inh 3.2, CAL PDZ FP-1 -0.5, Rtt109 HAT inh 6.3, PvdQ inh -10.6, SR-BI DiI inh -7.1, CAL PDZ FP-2 1.8, dFosB activator -8.4, PfHsp90 set2 20.8, SR-BI uptake up 7.1 and MITF TRPM1 HTS 12.5.
O=C(CNC(=O)c1cccs1)N/N=C/c1ccc(O)cc1O was read as NSD2 HMT inh -4.8, CAL PDZ FP-1 -4.4, Rtt109 HAT inh -3.4, PvdQ inh 8.2, SR-BI DiI inh 8.1, CAL PDZ FP-2 -4.3, dFosB activator 6.2, PfHsp90 set2 62.8, SR-BI uptake up -8.1 and MITF TRPM1 HTS -19.2.
For CC(C)=CCN1CCN(Cc2cccn2-c2ncccn2)CC1CCO (stereo unspecified) the results were NSD2 HMT inh -0.6, CAL PDZ FP-1 0.7, Rtt109 HAT inh -8.7, PvdQ inh -15.0, SR-BI DiI inh -14.4, CAL PDZ FP-2 3.0, dFosB activator 6.3, PfHsp90 set2 9.0, SR-BI uptake up 14.4 and MITF TRPM1 HTS 3.7.
CCOc1ccc(NC(=O)N(O)C2(C#N)CCCCC2)cc1 was read as NSD2 HMT inh -0.4, CAL PDZ FP-1 -0.5, Rtt109 HAT inh -3.6, PvdQ inh -11.0, SR-BI DiI inh -11.3, CAL PDZ FP-2 -1.4, dFosB activator 0.2, PfHsp90 set2 -7.0, SR-BI uptake up 11.3 and MITF TRPM1 HTS -0.4.
CCCCNC(=O)c1ccccc1NC(=O)C1=C(C)OCCS1 was read as NSD2 HMT inh -1.1, CAL PDZ FP-1 -0.8, Rtt109 HAT inh 2.2, PvdQ inh -3.8, SR-BI DiI inh 13.9, CAL PDZ FP-2 -4.6, dFosB activator 0.0, PfHsp90 set2 -7.8, SR-BI uptake up -13.9 and MITF TRPM1 HTS 7.6.
For CSc1ccccc1NC(=O)CN1CCCCC1C (stereo unspecified) the results were NSD2 HMT inh -5.8, Rtt109 HAT inh -6.2, PvdQ inh -11.1, SR-BI DiI inh -7.1, CAL PDZ FP-2 4.5, dFosB activator 3.3, PfHsp90 set2 -0.4, SR-BI uptake up 7.1 and MITF TRPM1 HTS -5.5.
For CNC(=O)c1ccc(NC(=O)CN2c3cccc4cccc(c34)S2(=O)=O)cc1 the results were NSD2 HMT inh -2.5, CAL PDZ FP-1 -2.7, Rtt109 HAT inh 4.7, PvdQ inh 3.5, SR-BI DiI inh -2.0, CAL PDZ FP-2 -1.2, dFosB activator -3.5, SR-BI uptake up 2.0 and MITF TRPM1 HTS 2.4.
`O=C(C(Cl)Cl)N1c2ccccc2OCC1c1ccccc1` (stereo unspecified) gave NSD2 HMT inh -5.4, CAL PDZ FP-1 0.9, Rtt109 HAT inh -2.9, PvdQ inh -5.8, SR-BI DiI inh -8.9, CAL PDZ FP-2 1.6, dFosB activator -5.0, PfHsp90 set2 -52.4, SR-BI uptake up 8.9 and MITF TRPM1 HTS -5.8.
Cc1ccc(NC(=O)c2ccc([N+](=O)[O-])cc2)cc1S(=O)(=O)N(C)C was read as NSD2 HMT inh -0.4, CAL PDZ FP-1 0.1, Rtt109 HAT inh 4.4, PvdQ inh 2.2, SR-BI DiI inh 57.5, CAL PDZ FP-2 -1.3, dFosB activator 3.5, PfHsp90 set2 -1.1, SR-BI uptake up -57.5 and MITF TRPM1 HTS 17.3.
Screening O=C(NCCn1cccn1)C1CCC(=O)N(CCc2ccccc2)C1 (stereo unspecified) returned NSD2 HMT inh 0.5, CAL PDZ FP-1 -0.4, Rtt109 HAT inh -14.3, PvdQ inh -14.1, SR-BI DiI inh -28.1, CAL PDZ FP-2 0.1, dFosB activator 9.2, PfHsp90 set2 16.3, SR-BI uptake up 28.1 and MITF TRPM1 HTS -0.9.
